Pol iota inh: qHTS for Inhibitors of Polymerase Iota; DNA polymerase iota (Homo sapiens), Q9UNA4; Pol iota fluorescent replication assay, 10 min; Potency, µM (highest dose often 115 µM), without a hit: at the highest dose activity, negative = inhibition, most hits filed as inhibitors; 1% of 390,000 active; AID 588590, 2011
Target sequence (Q9UNA4 whole entry, looked up): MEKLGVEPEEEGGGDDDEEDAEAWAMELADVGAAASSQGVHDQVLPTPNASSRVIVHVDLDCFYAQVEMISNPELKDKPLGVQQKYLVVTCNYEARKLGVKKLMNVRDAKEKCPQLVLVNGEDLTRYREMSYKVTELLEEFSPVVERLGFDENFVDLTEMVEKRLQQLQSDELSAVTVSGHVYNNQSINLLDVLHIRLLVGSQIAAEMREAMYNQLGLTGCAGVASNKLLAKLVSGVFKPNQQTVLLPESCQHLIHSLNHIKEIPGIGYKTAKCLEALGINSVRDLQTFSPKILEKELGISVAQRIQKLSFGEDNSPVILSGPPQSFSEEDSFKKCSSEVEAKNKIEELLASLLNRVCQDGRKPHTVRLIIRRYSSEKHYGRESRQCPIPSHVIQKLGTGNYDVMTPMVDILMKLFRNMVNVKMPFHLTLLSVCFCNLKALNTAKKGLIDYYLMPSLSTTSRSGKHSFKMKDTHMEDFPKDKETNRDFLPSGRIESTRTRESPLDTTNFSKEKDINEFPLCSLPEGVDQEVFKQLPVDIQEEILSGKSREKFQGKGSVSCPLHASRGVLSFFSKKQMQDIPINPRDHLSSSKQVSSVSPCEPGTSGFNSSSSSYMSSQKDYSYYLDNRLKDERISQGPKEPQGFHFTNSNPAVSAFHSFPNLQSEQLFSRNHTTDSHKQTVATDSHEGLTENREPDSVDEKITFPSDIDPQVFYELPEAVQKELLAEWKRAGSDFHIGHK
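Fluorescent replication assay read twice, at 0 min and 10 min after adding 50 nM (final) substrate. Enzyme (10 nM) and compounds were first incubated 15 min at room temperature; enzyme-free buffer wells were negative controls.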
BAZ2B block: qHTS Assay for Inhibitors of BAZ2B. Bromodomain adjacent to zinc finger domain protein 2B (Homo sapiens), Q9UIF8. 4.4% of 360,000 active. AID 504333, 2011. AlphaScreen BAZ2B-H3K14Ac peptide displacement. Potency, µM (highest dose often 114 µM), without a hit: at the top dose activity change, negative = inhibition, hits mostly inhibitors; note: % is set by controls: 0 for no effect and ±100 for the full control effect; nearly all actives have a fitted effect of over 60% in size
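Complex of BAZ2B and biotin-H3K14Ac (50 nM apiece) forms over 30 min at RT, then faces library compounds up to 110 uM for another 30 min; AlphaScreen beads added, 20 min dark incubation, luminescence read.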
G9a inh: qHTS Assay for Inhibitors of Histone Lysine Methyltransferase G9a; Histone-lysine N-methyltransferase EHMT2 (Homo sapiens), Q96KQ7; G9a H3K9 monomethylation, AlphaScreen, 2 h; Potency, µM (highest dose often 102 µM), for inactives: top-dose activity, negative = inhibition, hits mostly inhibitors; 8.8% of 350,000 active; note: % is set by controls: 0 for no effect and ±100 for the full control effect; nearly all actives have a fitted effect of over 75% in size
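Quantitative HTS format: methyltransferase activity on a biotin-tagged H3K9 peptide is measured by AlphaScreen, using a rabbit anti-monomethyl-H3K9 antibody with streptavidin donor and anti-IgG acceptor beads. Final levels are 20 nM enzyme, 500 nM peptide, 20 uM SAM; 2 h RT.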
Pol eta inh: qHTS for Inhibitors of Polymerase Eta; DNA polymerase eta (Homo sapiens), Q9Y253; recombinant Pol eta, fluorescent DNA replication assay; Potency, µM (titrated, usually from 114 µM), inactives show at the highest dose activity change, negative = inhibition, hits mostly inhibitors; 1.2% of 390,000 active; AID 588591, 2011; note: % is set by controls: 0 for no effect and ±100 for the full control effect
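Pol eta at 10 nM preincubated with compounds 15 min at room temperature; reaction started with fluorescent substrate (50 nM final) and read kinetically at 0 and 10 min.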
APEX1 inh: qHTS Assay for Inhibitors of the Human Apurinic/apyrimidinic Endonuclease 1 (APE1); DNA repair nuclease/redox regulator APEX1 (Homo sapiens), P27695; recombinant APE1, TAMRA/BHQ-2 abasic DNA cleavage fluorescence; Potency, µM (highest dose often 65.8 µM), for the others: at the highest dose activity change, negative = inhibition, usual class: inhibitors; 0.35% of 350,000 active; AID 2517, 2012;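 note: plate controls were vehicle for no effect and reference inhibitor for full effect; nearly all actives have a fitted effect of over 55% in size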
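Substrate: short duplex with […] THF abasic site, 5'-TAMRA and 3'-BHQ-2, 50 nM final. APE1 at 0.75 nM, preincubated 15 min RT with compound. Fluorescence increase from first to third read measured activity.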
Pol kappa inh: qHTS for Inhibitors of Polymerase Kappa | Potency, µM (top dose mostly 107 µM), for inactives: at the top dose activity, negative = inhibition, most hits filed as inhibitors | DNA polymerase kappa (Homo sapiens), Q9UBT6 | purified Pol kappa, fluorescent DNA synthesis assay, 10 min | AID 588579, 2011 | 0.53% of 400,000 active; note: % is set by controls: 0 for no effect and ±100 for the full control effect
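Readout: fluorescence, taken kinetically at 0 and 10 min. Conditions: 10 nM Pol kappa, 15 min RT compound preincubation, 50 nM substrate final. Controls: enzyme-free buffer wells.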
BLM helicase inh: qHTS Assay for Inhibitors of Bloom's syndrome helicase (BLM); RecQ-like DNA helicase BLM (Homo sapiens), P54132; recombinant BLM DNA unwinding, fluorescence dequenching; Potency, µM (titrated, usually from 56.1 µM), for inactives: top-dose activity change, negative = inhibition, hits mostly inhibitors; 0.2% of 350,000 active; AID 2528, 2010;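 note: plate controls were vehicle for no effect and no enzyme for full effect; nearly all actives have a fitted effect of over 35% in size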
POLB inh: qHTS Assay for Inhibitors of DNA Polymerase Beta | Potency, µM (series often up to 114 µM), inactives show top-dose activity change, negative = inhibition, actives largely listed as inhibitors | 1.3% of 340,000 active | P06746 | Pol beta primer extension/strand displacement, fluorescence kinetic; note: % is set by controls: 0 for no effect and ±100 for the full control effect
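Homogeneous kinetic assay of primer extension and strand displacement by 10 nM Pol beta, preincubated 15 min at room temperature with compound before 50 nM substrate (final) was added. Read at 0 and 10 min; four-parameter Hill fit.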
Anesthetic bind: qHTS Assay for Identification of Novel General Anesthetics. Ferritin light chain (Equus caballus), P02791. Potency, µM (titrated, usually from 77.5 µM), without a hit: top-dose activity change, negative = displacement, usual class: inhibitors. apoferritin/1-aminoanthracene competitive binding, fluorescence. AID 485281, 2010. 0.074% of 350,000 active; note: % is set by controls: 0 for no effect and ±100 for the full control effect; nearly all actives have a fitted effect of over 20% in size
Target sequence (P02791 2-175 limits assumed): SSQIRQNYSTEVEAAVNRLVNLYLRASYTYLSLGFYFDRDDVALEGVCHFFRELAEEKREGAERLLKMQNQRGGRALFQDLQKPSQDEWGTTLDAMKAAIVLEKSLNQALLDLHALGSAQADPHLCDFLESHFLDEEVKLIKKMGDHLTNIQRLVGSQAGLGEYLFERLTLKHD
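Steps: apoferritin (10 uM) was premixed with half-saturated 1-AMA in PBS, compounds were pin-transferred, plates stood 10 min at room temperature, fluorescence was read at 380/535 nm, and curves were fitted with a Hill equation.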
An asterisk follows results filed as active; u = inconclusive; x = not tested or not shown; & = joins results of further samples; ! = a repeat was not active; [ ] = dose if it differs, or a comment. Calls come from the whole dose curve; as a rule, active = well fitted curve in the direction sought with a large enough effect; inconclusive = small, poorly fitted or top-dose-only effect, or another doubt; inactive = no such curve, though single readings can be large; an effect the other way counts as inactive or inconclusive. Potency is the fitted concentration of half-maximal effect. This is a subset (hit frequency here may not be typical).

Pol iota inh	BAZ2B block	G9a inh	Pol eta inh	APEX1 inh	Pol kappa inh	BLM helicase inh	POLB inh	Anesthetic bind	molecule
18.6%	-13.9%	-38.6%	4.9%	-3.4%	-18.4%	0.3%	3.0%	7.0%	CN(C)C(CNC(=O)c1cc(S(=O)(=O)N(C)c2ccccc2)ccc1Cl)c1ccccc1 (stereo unspecified)
u	u	x	0.4%	0.7%	-14.8%	-2.6%	-0.8%	-3.8%	O=C(O)c1ccc(-c2sc(Nc3ccccc3)n[n+]2-c2ccccc2)cc1
10.9%	-3.1%	-4.8%[59 µM]	-2.8%	x	-8.2%	-3.4%	14.6%	-12.9%	Cc1c(C(=O)OCc2ccccc2)[nH]c2c1C(=O)CC(c1ccc(C(C)(C)C)cc1)C2 (stereo unspecified)
12.3%	3.5%	0.1%[59 µM]	2.1%	0.0%	-9.4%	-1.1%	0.1%	-5.5%	CN(C)c1nc(C(=O)Nc2ccccc2)nc(N(C)C)n1
33.6%[activator]	-5.1%	-5.3%[59 µM]	-26.7%	19.3%	-12.4%	4.8%	29.9%	2.7%	O=C(Nc1ccncc1)c1ccc(NS(=O)(=O)c2cccc(F)c2)cc1
67.3%[activator]	2.1%	x	21.4%	-2.3%	3.2%	0.1%	1.7%	6.9%	O=C(O)CCNC(=O)CCCn1nnc2ccccc2c1=O
27.5%	5.0%	3.6%	9.4%	1.3%	-2.2%	-0.8%	u	-14.2%	CCc1ccccc1NC(=O)N1CCCC(CCC(=O)N(C)CCc2ccccn2)C1 (stereo unspecified)
-0.7%	-2.3%	-4.1%	-1.1%	3.4%	12.1%	-1.0%	3.1%	-21.6%	O=C1CCc2cc(S(=O)(=O)N3CCC(C(=O)NC4CCCc5ccccc54)CC3)ccc2N1 (stereo unspecified)
7.94µM*	x	14.1µM*!	22.4µM*	-7.1%&-8.7%&-8.0%	-1.5%[60.1 µM]	x	-0.2%[57.1 µM]	x	CC1(C)CCC2=C(O1)c1ccccc1C(=O)C2=O
-7.0%	-2.2%	-2.9%[59 µM]	-17.5%	5.4%	-9.6%	-2.5%	8.5%	4.7%	CC(C)(C)CC(=O)O/N=C(\N)c1ccccn1
25.3%	-1.0%	-8.6%[2.33 µM]	-23.9%	12.0%	7.2%	x	x	x	CC1CC(C)(C)CC(=O)C1C(=O)c1ccccc1 (stereo unspecified)
0.8%	x	x	-11.9%	15.0%	7.5%	x	x	x	COc1cc(OC)cc(-c2c(C#Cc3ccsc3)c3cc(-c4ccc(OC)c(OC)c4)ccc3n2C)c1
8.4%	-21.0%	-2.2%	-8.1%	-7.2%	-9.6%	-8.7%	3.3%	12.6µM*	Cc1cc(NC(=O)Cn2nnc3sc4c(c3c2=O)CCC(C(C)(C)C)C4)no1 (stereo unspecified)
0.8%	25.1µM*	11.3%[12.7 µM]	-6.2%	-0.1%	0.4%	-1.5%	-0.4%	2.6%	Cc1ccc(-n2c(SCC(N)=O)nnc2-c2ccccn2)cc1
4.5%	-0.3%[57.1 µM]	41.7%	-14.5%	-5.4%	-11.2%	0.1%	1.9%	-10.1%	CCCCCCC(C)n1cc(C(C)=O)c(=O)[nH]c1=O (stereo unspecified)

Ordered by molar mass (largest number first): part of the list above
Pol iota inh	BAZ2B block	G9a inh	Pol eta inh	APEX1 inh	Pol kappa inh	BLM helicase inh	POLB inh	Anesthetic bind	molecule
18.6%	-13.9%	-38.6%	4.9%	-3.4%	-18.4%	0.3%	3.0%	7.0%	CN(C)C(CNC(=O)c1cc(S(=O)(=O)N(C)c2ccccc2)ccc1Cl)c1ccccc1 (stereo unspecified)
10.9%	-3.1%	-4.8%[59 µM]	-2.8%	x	-8.2%	-3.4%	14.6%	-12.9%	Cc1c(C(=O)OCc2ccccc2)[nH]c2c1C(=O)CC(c1ccc(C(C)(C)C)cc1)C2 (stereo unspecified)
u	u	x	0.4%	0.7%	-14.8%	-2.6%	-0.8%	-3.8%	O=C(O)c1ccc(-c2sc(Nc3ccccc3)n[n+]2-c2ccccc2)cc1
7.94µM*	x	14.1µM*!	22.4µM*	-7.1%&-8.7%&-8.0%	-1.5%[60.1 µM]	x	-0.2%[57.1 µM]	x	CC1(C)CCC2=C(O1)c1ccccc1C(=O)C2=O

Next compounds.
Pol iota inh	BAZ2B block	G9a inh	Pol eta inh	APEX1 inh	Pol kappa inh	BLM helicase inh	POLB inh	Anesthetic bind	molecule
96.8%[activator]	-11.7%	-3.1%	-22.3%	-9.3%	-5.0%	-4.7%	2.5%	-15.1%	Cc1csc2c(N3CCN(C(=O)Nc4ccc(Cl)c(Cl)c4)CC3)ncnc12
1.0%	-21.2%	9.6%	-10.0%	-16.0%	-1.7%	-1.6%	67.2%	-4.5%	CC(=O)c1ccc(N2CCN(C(=O)c3c(-c4ccccc4Cl)noc3C)CC2)cc1
16.0%	-0.5%	27.9%[59 µM]	2.4%	6.6%	-6.6%	-0.2%	4.0%	-0.7%	O=C(Nc1cc2c(cc1Cl)OCCCO2)c1ccc(F)cc1
u	u	x	4.1%	-1.2%	-6.9%	-1.8%	0.6%	u	CC(C)CCNC(=O)C1CCN(Cc2cccc(OCc3ccccc3)c2)CC1
-6.9%	-9.6%	1.9%	-6.2%	16.6%	0.3%	-1.1%	0.1%	-1.6%	Cc1c(NC(=O)C(C)Sc2ncnc3ccccc23)c(=O)n(-c2ccccc2)n1C (stereo unspecified)
2.8%	-25.2%	-7.6%[59 µM]	-11.2%	1.6%	-5.6%	0.4%	0.9%	0.6%	COc1ccc(Nc2cccc(Cl)c2)c(C(=O)O)c1
71.1%[activator]	-11.7%	50.5%	6.0%	2.3%	-8.2%	-3.9%	16.9%	-13.3%	O=C(N/N=C(\c1ccccc1)c1ccccn1)c1ccccc1Cl
17.6%	1.7%	6.4%[2.33 µM]	-4.0%	-2.6%	2.2%	-0.2%	29.2%	-16.5%	O=C(Cc1ccccc1)N/N=C/c1ccc(Cl)cc1Cl
u	-25.4%&-20.4%	-47.2%	35.5µM*	-8.6%	u	-4.1%&-1.8%	u	-6.0%&0.3%	COc1cc(C2CC(=O)Oc3c2c(=O)n(C)c2ccccc32)ccc1O (stereo unspecified)
7.6%	4.3%	9.7%[59 µM]	-3.5%	-1.9%	-3.8%	-2.6%	-1.7%	-19.5%	O=P1(c2ccccc2)C=Cn2c1cc1c2CCCC1 (stereo unspecified)
54.8%[activator]	x	-36.7%	-9.2%	-3.9%	-7.2%	0.8%	-27.8%	-9.3%	O=C1N/C(=N/O)S/C1=C/c1cccc([N+](=O)[O-])c1
0.1%	11.5%[57.1 µM]	26.9%	-16.4%	-2.7%	1.7%	-3.8%	15.1%	-6.5%	O=C(NC1(C(F)(F)F)NC(=O)N(Cc2cccnc2)C1=O)c1ccccc1 (stereo unspecified)
17.0%	-16.7%	4.47µM*	-18.2%	32.1%	8.3%	1.5%	1.9%	-13.3%	CCOc1cc(/C=N/n2c(COc3ccccc3)n[nH]c2=S)ccc1O
u	-11.6%	2.3%[59 µM]	-11.4%	-5.7%	-11.4%	0.1%	u	-17.0%	CCCCCCN1N=C(C)C(C(=O)c2ccc(Cl)cc2)C1=O (stereo unspecified)
-2.6%	3.6%	3.4%[59 µM]	-5.8%	0.9%	-7.6%	-0.6%	21.9%	7.0%	O=C(CC1SC(=NCC2CCCO2)NC1=O)Nc1cccc2ccccc12 (stereo unspecified)

Later entries
Pol iota inh	BAZ2B block	G9a inh	Pol eta inh	APEX1 inh	Pol kappa inh	BLM helicase inh	POLB inh	Anesthetic bind	molecule
-15.4%	u	x	-2.4%	-4.5%	-14.8%	0.0%	1.9%	-3.8%	C=CCNC(=O)CSc1nc2sc3c(c2c(=O)n1CCCOC)CCC3
u	23.2%	20.8%[59 µM]	u	-2.5%	-8.3%	-6.6%	14.4%	u	O=C(/C=C/c1ccccc1)c1ccc2c(c1)OCCCCO2
4.1%	-16.8%	26.6%[12.7 µM]	1.4%	-4.4%	-17.7%	x	x	x	O=C(COc1ccccc1)OCC(=O)c1ccc(O)cc1O
65.1%[activator]	x	15.8µM*	-4.6%	-4.7%	0.9%	-9.2%	-22.0%	-1.7%	CCc1nc(-c2ccccc2)c2ccccn12
u	x	x	-19.0%	-9.9%	0.9%	x	x	x	COc1ccc(CN(CCC(C)C)S(=O)(=O)c2ccccc2Br)c(OC)c1
-13.5%	0.8%	-21.3%[59 µM]	-2.6%	1.9%	-15.9%	0.3%	6.1%	-0.1%	COc1ccc(C(=O)/C=C/Nc2ccc([N+](=O)[O-])cc2)cc1
88.1%[activator]	-13.5%	33.0%[12.7 µM]	-17.0%	2.2%	2.8%	-0.3%	8.2%	-18.6%	O=C(CNC(=O)c1cccs1)NCC(=O)OCc1c(F)cccc1Cl
10.0%	0.0%	-27.7%	2.0%	-3.3%	0.7%	-1.7%	0.0%	-7.0%	CC1(C)C2CCC(C2)C1(C)NC(=O)C[N+](C)(C)C (stereo unspecified)
x	0.0%	18.0%	x	16.1%	x	-1.3%	25.7%	-19.2%	Cc1csc(NC(=O)c2c(O)c3cccc4c3n(c2=O)CCC4)n1
11.1%	-0.7%	25.6%[59 µM]	-11.1%	2.0%	2.4%	1.2%	-15.8%	u	O=C(Nc1c(F)c(F)c(F)c(F)c1F)C1CCCCC1
8.6%	1.6%	9.6%[59 µM]	-10.4%	-1.3%	-5.4%	-0.2%	-1.9%	-10.7%	Cc1ccccc1C(=O)NC(NCC1CCCO1)C(Cl)(Cl)Cl (stereo unspecified)

Assay outcomes as filed in PubChem BioAssay.
